FXIa inh 1536: human FXIa protease inhibitors, primary screen, biochemical, 1536-well | hit rate 0.14% among 220,000 | Coagulation factor XI (Homo sapiens), P03951 | purified FXIa, Boc-Glu-Ala-Arg-AMC fluorogenic substrate | inhibition, % at 5 µM;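 active means inhibition of at least 40%; inactive means inhibition below 40%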;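 further: fluorescence of freed AMC excited at 355 nm; 0% = enzyme without compound and 100% = no enzyme blank; many of its hits are not listed in these tables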
Hck Nef HTS: inhibitors of Nef-activated human Hck kinase, primary screen, biochemical, Z-Lyte FRET, 384-well, Hck-YEEI; Tyrosine-protein kinase HCK (Homo sapiens), P08631; Recombinant Hck-YEEI plus Nef, Z-Lyte FRET kinase assay; inhibition, % at 20 µM; hit rate 0.68% among 220,000; AID 463187, 2010;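 active means Hck-Nef kinase inhibition above about 50%, limit read from the data; inactive means inhibition below that limit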;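 further: 0% = DMSO with Hck plus Nef and 100% = Hck alone without Nef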
zVAD death inh: inhibitors of zVAD-triggered necroptosis, primary screen, L929 cells | viability rescue, % at 10 µM | L929 zVAD necroptosis rescue, ATP luminescence, 24 h; with zVAD 60 µM | hit rate 0.38% among 220,000;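 active means activation, scaled between plate controls, above about 75%, limit read from the data; inactive means activation under that limit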;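 further: 0% = zVAD with DMSO and 100% = DMSO alone without zVAD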
TNF death inh: inhibitors of TNF-alpha triggered necroptosis, primary screen, cell-based, Jurkat FADD-/-, single concentration; Jurkat FADD-/- TNF necroptosis rescue, ATP luminescence, 24 h; 0 = TNF only, 100 = no-TNF cells; AID 463075, 2010; activation (protection from cell death), % at 10 µM; hit rate 0.068% among 220,000;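 active means activation, meaning protection from cell death, of at least 50% relative to plate controls; inactive means activation below 50%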;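 further: necroptosis triggered by 40 ng/mL TNF-alpha added together with compound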
FXIIa inh 1536: human FXIIa protease inhibitors, primary screen, biochemical, 1536-well; inhibition, % at 5 µM; hit rate 0.3% among 220,000; purified FXIIa, Boc-QGR-AMC fluorogenic substrate, 2 h; in the data active means inhibition above about 40%;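 further: 0% = enzyme with no compound and 100% = blank without enzyme; many of its hits are not listed in these tables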
Target sequence (P00748 20-372 limits assumed): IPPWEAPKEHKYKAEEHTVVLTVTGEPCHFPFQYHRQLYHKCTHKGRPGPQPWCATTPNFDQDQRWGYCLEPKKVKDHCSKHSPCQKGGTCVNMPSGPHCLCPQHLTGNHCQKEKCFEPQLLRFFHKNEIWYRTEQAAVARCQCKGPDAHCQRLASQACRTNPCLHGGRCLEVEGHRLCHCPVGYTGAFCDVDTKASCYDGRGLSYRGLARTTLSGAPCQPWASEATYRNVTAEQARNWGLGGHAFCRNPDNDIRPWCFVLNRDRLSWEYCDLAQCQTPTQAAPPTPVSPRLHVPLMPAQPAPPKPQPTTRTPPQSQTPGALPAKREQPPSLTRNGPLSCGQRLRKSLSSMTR
Target sequence (P00748 373-615 limits assumed): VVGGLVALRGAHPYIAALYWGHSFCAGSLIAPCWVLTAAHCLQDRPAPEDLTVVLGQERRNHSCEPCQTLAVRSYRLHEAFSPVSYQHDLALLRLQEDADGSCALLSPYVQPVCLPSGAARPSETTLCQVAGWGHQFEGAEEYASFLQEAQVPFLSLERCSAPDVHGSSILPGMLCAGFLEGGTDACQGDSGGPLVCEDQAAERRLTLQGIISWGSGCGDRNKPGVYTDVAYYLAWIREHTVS
Rad51 HR inh: human RAD51 strand exchange inhibitors, primary screen, biochemical, fluorescence; DNA repair protein RAD51 homolog 1 (Homo sapiens), Q06609; hRad51 DNA strand exchange, fluorescence dequenching; inhibition, % at 10 µM; hit rate 0.085% among 200,000; AID 1385, 2008;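 active means inhibition above 40% at the single screening dose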;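 further: 0% = DMSO control wells and 100% = blanks with heterologous ssDNA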
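material = hRad51 filaments on single-stranded DNA | timing = filaments 15 min 37 °C, then compound 30 min | signal = FRET fluorescence dequenching, excitation 485 nm, emission 520 nm | benchmarks = control wells and blank wells on each plate | evaluation = percent inhibition relative to plate controls and blanks | compound = 10 µM final, single point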
Cl transport mod: KCC2 cotransporter modulators, thallium flux, primary screen, cell-based, HEK293 KCC2, FluoZin-2 fluorescence, MLSMR | hit rate 2.2% among 190,000 | B-score of Tl+ flux slope (higher = more flux/activation; lower = inhibition) at 10 µM | Solute carrier family 12 member 5 (Homo sapiens), Q9H2X9 | KCC2 cells, thallium flux FluoZin-2 fluorescence | AID 1456, 2008;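 active means thallium flux slope and its plate-corrected score both differing from the plate sample mean at a set confidence after two filtering rounds, in either direction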;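 further: slope of fluorescence scaled to starting intensity during 10 to 20 s after thallium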
KLK5 inh: human KLK5 protease inhibitors, primary screen, biochemical, 1536-well | hit rate 0.59% among 210,000 | Kallikrein-5 (Homo sapiens), Q9Y337 | inhibition, % at 5 µM | recombinant hK5, fluorogenic AMC substrate cleavage;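 active means inhibition of 40% or more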;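 further: 0% = enzyme controls without compound and 100% = no-enzyme blanks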
Target sequence (Q9Y337 67-293 limits assumed): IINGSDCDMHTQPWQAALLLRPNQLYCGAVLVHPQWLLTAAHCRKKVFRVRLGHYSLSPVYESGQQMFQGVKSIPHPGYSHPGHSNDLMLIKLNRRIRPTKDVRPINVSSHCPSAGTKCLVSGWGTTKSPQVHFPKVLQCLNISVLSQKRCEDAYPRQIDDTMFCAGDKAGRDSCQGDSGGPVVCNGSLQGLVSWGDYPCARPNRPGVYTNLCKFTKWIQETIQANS
Thrombin inh: human alpha-thrombin inhibitors, primary screen, counter-screen for coagulation protease inhibitor project, biochemical, 1536-well, fluorogenic AMC substrate | hit rate 0.26% among 220,000 | inhibition, % at 5 µM | Prothrombin (Homo sapiens), P00734 | Boc-VPR-AMC fluorogenic substrate cleavage;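 active means inhibition at or above 40%; inactive means inhibition below 40%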;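 further: 0% = enzyme with no compound and 100% = wells without enzyme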
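signal = AMC fluorescence, 355/460 nm | material = human alpha-thrombin enzyme | control set = enzyme without compound as high, wells lacking enzyme as low | times = reaction at room temperature | read-out basis = percent inhibition scaled between no-compound controls and no-enzyme blanks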
The depositor's hits bear a star; nt = no result given. Not all compounds are listed, so the mix of outcomes need not match the whole.

nr	Structure	FXIa inh 1536	Hck Nef HTS	zVAD death inh	TNF death inh	FXIIa inh 1536	Rad51 HR inh	Cl transport mod	KLK5 inh	Thrombin inh
1	CC(OC(=O)CN1C(=O)NC(C)(C)C1=O)C(=O)c1ccccc1 (stereo not drawn)	-3	3	0.3	-0.7	2	3	0.45	-1	-3
2	Cc1cccc(C)c1NC(=O)N1C2CCCC1CC(NC(=O)C(C)(C)C)C2 (stereo not drawn)	-1	2	0.8	1.9	22	-4	0.041	-16	2
3	Cc1cc(C)n2c(SCC(=O)NC3CCCCC3)nnc2n1	-2	4	-1.2	0.9	10	-6	0.49	-5	1
4	O=C(NCc1ccco1)C1CC(c2cccc([N+](=O)[O-])c2)=NO1 (stereo not drawn)	3	0	0.6	-4.9	5	-4	0.14	0	-5
5	Cc1cccc(C(=O)O/N=C(\N)c2ccc(Br)cc2)c1	-3	-3	0.1	-0.9	10	1	-0.83	-21	-4
6	Cc1c(CN2CCC(CO)(CCOc3ccccc3)CC2)c(=O)n(-c2ccccc2)n1C	-2	19	-0.6	1.6	5	6	0.071	-3	0
7	CCOC(=O)N1CC=C2C(C#N)=C(N)C(C#N)(C#N)[C@H](c3ccccc3OCC)[C@H]2C1	10	6	-0.5	-5.1	18	-8	-0.1	-6	2
8	Cc1cccc(/C(N)=N/OC(=O)C23CC4CC(CC(C4)C2)C3)c1	1	2	0.9	0.0	5	nt	0.19	-7	-3
9	CCOC(=O)c1nn(-c2ccc([N+](=O)[O-])cc2)cc1O	1	3	0.4	6.3	2	8	-1.2	-3	-5
10	O=C1C(=C(O)c2ccccc2)C(=O)c2ccccc21	3	0	0.3	-1.3	19	-2	0.91	-9	7
11	O=C(COC(=O)c1ccc(CO)cc1)NCc1cccs1	0	3	0.5	1.0	8	9	1.8	-12	-8
12	COc1ccc(OCC(O)CN2CCN(c3ncccn3)CC2)cc1 (stereo not drawn)	-6	3	1.8	2.4	-4	7	-2.2	-13	-13
13	CCCn1c(SCC(=O)/C(C#N)=C(\C)N)n[nH]c1=O	0	6	1.2	-1.0	25	-6	nt	-15	-10
14	O=C(O)c1ccc2c(=O)n3cc(C(=O)c4ccccc4O)cc(Cl)c3nc2c1	3	29	0.2	2.1	15	0	-2	3	3
15	O=C(Cc1ncc(C(F)(F)F)cc1Cl)NC1CC1	-1	23	1.5	-0.7	7	-29	-1.6	-3	-8
16	Clc1cccc(Cl)c1CSc1nnc(/C=C/c2ccccc2)o1	5	-1	-0.4	-2.3	15	nt	-0.61	-25	0
17	CCc1ccccc1NC(=S)N(CCCN1CCOCC1)Cc1ccccn1	20	0	-0.4	1.0	11	-3	0.039	-16	0
18	OCCOCCOc1ccccc1OCCOCCO	0	23	2.2	0.0	14	12	-1.9	2	-3
19	CCOC(=O)n1c(=O)n(Cc2c(Cl)cccc2Cl)c2ccccc21	2	1	-0.2	-9.8	14	-1	nt	42*	6
20	CC(=O)N1c2ccccc2C(=O)C1N1CCCCC1 (stereo not drawn)	-4	-4	1.9	1.1	4	-8	0.47	5	-1

Part of the list above in another layout:
#16 Clc1cccc(Cl)c1CSc1nnc(/C=C/c2ccccc2)o1
#17 CCc1ccccc1NC(=S)N(CCCN1CCOCC1)Cc1ccccn1
#18 OCCOCCOc1ccccc1OCCOCCO
#19 CCOC(=O)n1c(=O)n(Cc2c(Cl)cccc2Cl)c2ccccc21
#20 CC(=O)N1c2ccccc2C(=O)C1N1CCCCC1 (stereo not drawn)

entry no. | 16 | 17 | 18 | 19 | 20
FXIa inh 1536 | 5 | 20 | 0 | 2 | -4
Hck Nef HTS | -1 | 0 | 23 | 1 | -4
zVAD death inh | -0.4 | -0.4 | 2.2 | -0.2 | 1.9
TNF death inh | -2.3 | 1.0 | 0.0 | -9.8 | 1.1
FXIIa inh 1536 | 15 | 11 | 14 | 14 | 4
Rad51 HR inh | nt | -3 | 12 | -1 | -8
Cl transport mod | -0.61 | 0.039 | -1.9 | nt | 0.47
KLK5 inh | -25 | -16 | 2 | 42* | 5
Thrombin inh | 0 | 0 | -3 | 6 | -1

Remaining list, next part
nr	Structure	FXIa inh 1536	Hck Nef HTS	zVAD death inh	TNF death inh	FXIIa inh 1536	Rad51 HR inh	Cl transport mod	KLK5 inh	Thrombin inh
21	CC/C(=N\NC(=S)NC(C)C)c1ccc(OC)c(OC)c1	0	32	-0.6	1.1	4	7	0.96	-3	-7
22	O=C(NC1CCCCC1)C1CCN(C(=O)NCc2ccccc2)CC1	1	-6	-0.9	1.4	11	7	0.25	-1	1
23	COC(=O)CCCC[C@H]1SC[C@H]2NC(=O)N[C@]21O	-8	9	1.5	0.6	5	-3	nt	1	-3
24	Cc1cccc(CN2CCN(CC(=O)O)C2=O)c1	-1	2	0.9	0.6	6	1	0.72	-15	-2
25	CC(C)c1nnc(NC(=O)CCC(=O)NC2CCCCCCC2)s1	1	0	2.5	-0.7	10	2	1.7	-6	5
26	COc1cc(S(=O)(=O)Nc2ccc(C(=O)NCC(=O)O)cc2)ccc1NC(C)=O	2	12	0.0	2.1	8	14	1.4	0	nt
27	Cc1nn(CCc2nc(-c3ccco3)cs2)c2[nH]c(=O)cc(C(F)(F)F)c12	-13	28	6.0	2.7	-11	-5	-2.1	-51	0
28	Oc1c(C(c2ccco2)N2CCC3(CC2)OCCO3)sc2ncnn12 (stereo not drawn)	-12	-1	0.7	0.2	-5	-1	0.14	-2	-5
29	CCOC(=O)C1=C2c3cc(OC)c(OC)cc3CC(C)(C)N2C(=O)C1=O	4	2	-0.4	-0.6	12	nt	0.096	-9	2
30	Cc1cc(=O)n2nc(N3CCCC3C(=O)NCCCN3CCCCC3)sc2n1 (stereo not drawn)	0	1	1.3	2.0	7	-1	0.78	1	4
31	Cc1cccc(NC(=O)c2nnn(-c3cccc(C(F)(F)F)c3)c2N)c1	1	16	7.3	1.7	5	23	0.033	6	-12
32	CCOC(=O)Cc1ncccc1C(=O)Nc1ccc(OC(F)(F)F)cc1	1	16	-0.1	1.0	0	-7	0.35	-4	-7
33	COc1ccc(OCC(=O)NNc2c3ccccc3nc3ccccc23)cc1	5	1	2.2	-15	23	5	nt	-4	-11
34	Cc1nn(-c2ccccc2)c(C)c1-c1nnc(-c2c(C)nn(-c3ccccc3)c2C)o1	-2	-2	0.6	-4.0	3	-4	-1.3	-1	4
35	Cc1c(Cl)cccc1NC(=S)NCC(C)C	-1	-11	nt	-11	7	nt	1	-14	-7
36	N/C(=N\c1nc2c(c(=O)[nH]1)CCC2)Nc1ccccc1C(F)(F)F	4	-1	0.1	-3.5	17	-10	nt	-11	3
37	CC(C)(CO)CNC(=O)CC1C(=O)NCCN1CC(c1ccccc1)c1ccccc1 (stereo not drawn)	4	-6	-0.3	0.0	9	-2	-0.047	nt	0
38	O=C(Nc1nnc(C23CC4CC(CC(C4)C2)C3)s1)c1ccc(N2C(=O)CCC2=O)cc1	3	4	12	1.6	13	-1	nt	-40	-10
39	COc1ccc(CCNc2ccc(C(CC(N)=O)NC(=O)Cc3ccc(Br)cc3)cc2[N+](=O)[O-])cc1 (stereo not drawn)	-1	57*	0.3	-0.4	7	-10	0.61	0	-5
40	Cc1ccc(OCc2nc(C#N)c(N3CCCC3)o2)cc1	18	9	-0.5	-1.2	19	4	-0.74	-2	0
41	CC(=O)/C(N=Nc1cc2c(cc1[N+](=O)[O-])OCCO2)=C(\C)O	-4	14	3.0	-3.6	nt	2	-0.67	-6	-8
42	Cc1nc2nc3c(c(=O)n2[nH]1)CCCC3	7	1	1.5	-0.3	16	3	nt	4	3
43	c1cncc(-c2nc3ccccc3s2)c1	3	11	0.6	0.0	4	9	-0.036	0	-4
44	CCCCNCc1cc(OC)c(OCC(N)=O)cc1Br	3	0	0.8	0.2	15	-2	0.35	-7	-1
45	COc1ccccc1C(C)NC(=O)c1ccc(C)o1 (stereo not drawn)	4	-18	1.0	-10	15	7	-1.2	-4	3
46	O=C(COc1ccc(-c2ccccc2)cc1)N1CCN(C(=O)c2cccnc2)CC1	-3	5	-0.2	-5.6	-11	-6	-1.2	3	-2
47	Cc1ccc(CC(=O)N/N=C/c2ccc3c(c2)OCO3)cc1	0	-95	4.9	1.8	nt	9	0.27	5	-4
48	O=S(=O)(c1ccc(F)cc1)N1CN(Cc2ccco2)c2nc3ccccc3nc21	-2	-21	-0.9	-1.5	6	-4	-0.28	-8	-4
49	COCCCNC(=O)c1cc2c(=O)n3cc(C)ccc3nc2nc1NCC1CCCO1 (stereo not drawn)	-6	193*	-0.3	2.0	-43	-4	0.17	-50	-13
50	Cn1c(=O)c(=O)n(C)c2cc(S(=O)(=O)N3CCCC3C(=O)NCc3cccnc3)ccc21 (stereo not drawn)	4	-9	0.8	2.0	8	nt	1.4	4	-3
51	COc1ccccc1CNC(=O)CSc1nnc2c(Cl)cc(C(F)(F)F)cn12	3	1	0.3	1.8	4	nt	1.2	-29	-5
52	Cc1cc(C)n(-c2ccc(C(=O)OCn3nnc4ccccc4c3=O)cc2)n1	2	2	0.2	-0.2	-8	7	-0.32	-6	4
53	COc1ccc(N2CCN(Cc3nnc(-c4ccccc4)o3)CC2)cc1	4	4	0.0	2.0	2	3	0.15	11	-1
